E-sel TNF inh: E-selectin induction blockers in HUVEC – imaging, immunofluorescence, high content, primary screen; 120,000 tested, 0.71% active; HUVEC TNFa-induced E-selectin immunofluorescence; inhibition, % at 2 µM;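 active means inhibition above the batch mean plus 3 SD, and confirmed as a hit on visual image review, cut at about 43% in these data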;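 further: 0% = TNF-stimulated DMSO wells and 100% = unstimulated control wells; not every result past the cut was called active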
Active calls of the source: *.

The opening 18 entries (preview)
SMILES | E-sel TNF inh
CCOc1cccc(CN2CCCC(CCC(=O)NCc3ccccc3F)C2)c1O (stereo not given) | -20
N#CC(c1ccncc1)(c1ncc(C(F)(F)F)cc1Cl)N1CCOCC1 (stereo not given) | -9
CCN(CC)C(=O)CSc1nnc(COc2cccc(C)c2)n1C | -25
O=C(Cc1ccccc1F)Nc1ccccc1-c1ccccc1 | -15
CCOc1ccccc1-n1c(C)nc2cc(C(=O)O)ccc21 | 16
COc1ccccc1/C=C/C=N/NC(=O)c1ccccn1 | 5
O=C(Cc1csc(-c2ccccc2)n1)NCc1cccs1 | -10
S=c1[nH]nc(-c2ccccn2)n1/N=C/c1cccc(Cl)c1 | -26
Cc1c(Br)c(C(F)(F)F)nn1CC(=O)NCCCn1ccnc1 | -15
Cc1c(NC(=S)NC(=O)c2ccc(-c3ccc(Cl)cc3)o2)cccc1C(=O)O | -2
N#C/C(=C\c1coc2ccccc2c1=O)C(N)=S | 12
CC(=O)c1c(C)[nH]c(C(=O)OCC(=O)NCCC(C)C)c1C | -30
O=C(NCC1CCCO1)C1CCCN1C(=O)Nc1ccc(Cl)c(Cl)c1 (stereo not given) | -8
CC(C)c1ccc(/C=N/NC(=O)c2cccc(S(=O)(=O)N3CCOCC3)c2)cc1 | -23
Cn1c(=O)c2ncn(CC(=O)N=Nc3c(O)[nH]c4ccccc34)c2n(C)c1=O | -10
COc1ccc(CNC(=O)C2CCC(CNc3nc(=S)[nH]c4ccccc34)CC2)cc1 (stereo not given) | 14
Cc1cccc(N2CCN(S(=O)(=O)c3cccc4nonc34)CC2C)c1 (stereo not given) | -4
C=CCN(CC=C)C(=O)COC(=O)c1ccc(Sc2ncn[nH]2)c([N+](=O)[O-])c1 | 6

All compounds of this part, from the first entry:
SMILES | E-sel TNF inh
CCOc1cccc(CN2CCCC(CCC(=O)NCc3ccccc3F)C2)c1O (stereo not given) | -20
N#CC(c1ccncc1)(c1ncc(C(F)(F)F)cc1Cl)N1CCOCC1 (stereo not given) | -9
CCN(CC)C(=O)CSc1nnc(COc2cccc(C)c2)n1C | -25
O=C(Cc1ccccc1F)Nc1ccccc1-c1ccccc1 | -15
CCOc1ccccc1-n1c(C)nc2cc(C(=O)O)ccc21 | 16
COc1ccccc1/C=C/C=N/NC(=O)c1ccccn1 | 5
O=C(Cc1csc(-c2ccccc2)n1)NCc1cccs1 | -10
S=c1[nH]nc(-c2ccccn2)n1/N=C/c1cccc(Cl)c1 | -26
Cc1c(Br)c(C(F)(F)F)nn1CC(=O)NCCCn1ccnc1 | -15
Cc1c(NC(=S)NC(=O)c2ccc(-c3ccc(Cl)cc3)o2)cccc1C(=O)O | -2
N#C/C(=C\c1coc2ccccc2c1=O)C(N)=S | 12
CC(=O)c1c(C)[nH]c(C(=O)OCC(=O)NCCC(C)C)c1C | -30
O=C(NCC1CCCO1)C1CCCN1C(=O)Nc1ccc(Cl)c(Cl)c1 (stereo not given) | -8
CC(C)c1ccc(/C=N/NC(=O)c2cccc(S(=O)(=O)N3CCOCC3)c2)cc1 | -23
Cn1c(=O)c2ncn(CC(=O)N=Nc3c(O)[nH]c4ccccc34)c2n(C)c1=O | -10
COc1ccc(CNC(=O)C2CCC(CNc3nc(=S)[nH]c4ccccc34)CC2)cc1 (stereo not given) | 14
Cc1cccc(N2CCN(S(=O)(=O)c3cccc4nonc34)CC2C)c1 (stereo not given) | -4
C=CCN(CC=C)C(=O)COC(=O)c1ccc(Sc2ncn[nH]2)c([N+](=O)[O-])c1 | 6
Cc1ccc(-n2cnnn2)cc1Cl | -6
COc1ccc2nc(SCC(=O)N3CCCCC3)c(C#N)cc2c1 | 17
CCNc1nc(NC(C)C)nc(N(C#N)CC(=O)OC)n1 | 9
O=[N+]([O-])c1ccccc1CSc1nnc2ccccn12 | 17
CNc1nccc(-c2ccc(F)cc2)c1C#N | -14
CC1CC(C)CN(S(=O)(=O)c2ccc(C(=O)OCC(=O)NCCN3C(=O)CSC3=O)cc2)C1 (stereo not given) | -10
CN(C)S(=O)(=O)c1ccc(C(=O)OCc2ccc([N+](=O)[O-])cc2)cc1 | 7
O=C(CN1CCN(Cc2ccccc2)CC1)Nc1ccc(N2CCOCC2)cc1 | -19
CN(C)/C=N/c1nc2nccc(-c3ccccc3)n2n1 | -20
O=C(Nc1ccccc1)Nc1ccncc1 | 3
COc1cc(OC)c(OC)cc1C#N | 2
CCn1c(SCC(=O)O)nnc1-c1ccccc1OC | -21
O=C(Nc1ccc(S(=O)(=O)Nc2nccs2)cc1)C1CC(=O)N(c2ccccc2)C1 (stereo not given) | -11
O=C(CCN1C(=O)C2C3C=CC(C3)C2C1=O)Nc1ccccc1 (stereo not given) | 6
Cc1c(CCOC(=O)c2cc([N+](=O)[O-])cc([N+](=O)[O-])c2)sc[n+]1CCCCS(=O)(=O)[O-] | -38
Cc1cc(=O)oc2cc(N3C(=O)CC(Cc4ccccc4)C3=O)ccc12 (stereo not given) | 10
COc1ccc(C(=O)NNC(=O)c2ccc(C)cc2)cc1S(=O)(=O)N1CCCC1 | -13
CS(=O)(=O)N1CCC(C(=O)Nc2cc(Cl)ccc2Cl)CC1 | -5
COc1cccc(NC(=S)N2CCn3c(nc4ccccc43)C2)c1 | 10
COc1cc([N+](=O)[O-])ccc1NC(=O)c1cccc(NC(=O)C(C)C)c1 | 6
COc1cccc(NC(=O)C(c2ccccc2)N2CCN(c3ccccn3)CC2)c1 (stereo not given) | -3
O=C(COC(=O)CNC(=O)c1ccc(Br)o1)Nc1ccccc1OC(F)F | -6
CCn1cc(C(=O)OCC(=O)c2ccc(Cl)cc2)c(=O)c2ccc(C)nc21 | 16
O=C(Nn1cnnc1)c1cccc(S(=O)(=O)N2CCOCC2)c1 | 1
Cc1c(NC(=S)NC(=O)CC(C)C)c(=O)n(-c2ccccc2)n1C | 9
Cc1cc(N2CCCC2=O)cc(C)c1S(=O)(=O)Nc1c(C)nn(C)c1C | 17
Cc1csc(CN(C)C(=O)CC2C(=O)NCCN2Cc2ccc(-c3ccccc3)cc2)n1 (stereo not given) | 2
COC(=O)c1ccccc1NC(=O)C/C(C)=N/NC(=O)CC#N | -14
NC(=O)c1nn(-c2ccc(Cl)cc2Cl)c(=O)cc1O | -22
COCCCNC(=S)N1CCC(C(=O)c2ccc3c(c2)OCCO3)CC1 | -3
CC1CCc2c(sc3ncnc(NS(=O)(=O)c4cccs4)c23)C1 (stereo not given) | -1
COCCSc1nnc(NC(=O)C2CC(=O)N(c3ccc(OC)cc3)C2)s1 (stereo not given) | 8
COc1cccc(NC(=O)CN(c2cccc(OC)c2)S(C)(=O)=O)c1 | -10
Cc1nc2ccc([N+](=O)[O-])cc2[nH]1 | -11
O=C(CCc1ccccc1)NNC(=O)c1ccc(F)cc1 | 15
COc1cccc(/C=C2\SC(=O)NC2=O)c1OCc1ccc(C(=O)O)cc1 | -34
O=C(CCc1nnc(CCCc2ccccc2)o1)NCC(F)(F)F | -29
COc1ccc2[nH]cc(CCNC(=S)NCCc3ccccc3)c2c1 | -64
O=C(COn1nnc2ccccc21)N1CCN(Cc2ccccc2)CC1 | -5
COc1ccc(C2C(C(=O)c3cccs3)=C(O)C(=O)N2Cc2cccnc2)cc1OC (stereo not given) | -10
CN(CC1CCCO1)S(=O)(=O)c1ccc(C(=O)Nc2ccc3c(c2)OCO3)cc1 (stereo not given) | 15
COC(=O)c1ccc(NS(=O)(=O)c2ccccc2)o1 | -40

(list continues)
SMILES | E-sel TNF inh
CCCc1cc(=O)[nH]c(SCC(=O)Nc2ccc3c(c2)CCC3)n1 | 23
COc1ccc(CCN(C)CCCN2CC(c3ccccc3)CC2=O)cc1OC (stereo not given) | -18
COC(=O)CSc1nc(N)nc(C)c1Cl | -19
Cc1nnc(SC(C)C)n(N)c1=O | -35
C=CCn1c(SCC(=O)N(C)C2CCS(=O)(=O)C2)nc2ccccc2c1=O (stereo not given) | 18
COc1ccc(N(C(C)C(=O)N2CCC(Cc3ccccc3)CC2)S(C)(=O)=O)cc1 (stereo not given) | -5
O=C(NCCCc1nc2ccccc2[nH]1)c1cccs1 | -50
CNc1nc(Cl)c(SC)c(NC2CCCCC2)n1 | 18
O=C(N/N=C1/CCS(=O)(=O)c2ccc(F)cc21)c1ccccn1 | 81*
COc1ccc([N+](=O)[O-])cc1NC(=O)C(C)N1CCN(C(=O)c2ccco2)CC1 (stereo not given) | -44
CS(=O)(=O)N1CCC(C(=O)Nc2ccc(Cl)c(Cl)c2)CC1 | -9
O=C(CSc1nnc2ccc(-c3ccc(F)cc3)nn12)N1CCCC1 | 48
Cc1ccc(NC(=O)COC(=O)C2CSC3(C)CCC(=O)N23)cc1S(=O)(=O)N1CCOCC1 (stereo not given) | -8
COc1ccc(C(=O)NC(=S)NNC(=O)CNC(=O)C2CCCCC2)cc1 | -30
CCOC(=O)c1csc(N)n1 | -13
C/C(=N/NC(N)=S)c1ccc(Br)s1 | 5
COC(=O)CS(=O)(=O)c1ccsc1C(=O)Nc1ccc(F)c(F)c1 | -3
COc1ccc(NC(=O)Cn2nnc(C(=O)Nc3ccccc3C)c2N)cc1 | -1
Cc1c(NC(=O)C(C)OC(=O)c2cccc(S(=O)(=O)N(C)C)c2)c(=O)n(-c2ccccc2)n1C (stereo not given) | -25
O=C(Cn1c(CO)nc2ccccc21)NCCc1ccccc1 | 3
CC(NC(=O)Cn1c(NCCO)nc2ccccc21)C1CC2CCC1C2 (stereo not given) | -4
Cc1cc(C)n(/N=C/c2cc([N+](=O)[O-])ccc2O)c(=O)c1 | -19
CCOC(=O)c1nnn(-c2nonc2N)c1-c1ccc(Cl)cc1 | -11
Cc1ccc(C(=O)c2ccccc2C(=O)OCC(=O)NCC2CCCO2)cc1 (stereo not given) | 22
O=C(O)c1ccc(Cn2nnc3sc4c(c3c2=O)CCCC4)cc1 | 3
COc1cc(OC)c(OC)cc1CN1CCN(Cc2ccc(SC)cc2)CC1 | -46
CCCCNC(=S)N1CCN(C(c2ccccc2)c2ccccc2)CC1 | 27
CC(C)(C)c1ccc(C(=O)NNc2cc(N3CCOCC3)nc(N3CCOCC3)n2)cc1 | -25
Oc1ccccc1N1CCN(CC(O)COCc2ccccc2Cl)CC1 (stereo not given) | -30
O=C(CN1C(=O)CC(c2ccccc2)S(=O)(=O)c2ccccc21)NC1CCCC1 (stereo not given) | 16
O=C(Cn1cc([N+](=O)[O-])cn1)NCCc1nc2ccccc2[nH]1 | 13
Cc1nn2c(nc1=O)NNC2(C)C(C)(C)C (stereo not given) | -21
CN(C)S(=O)(=O)c1cc(NC(=O)CN2CCc3ccccc32)ccc1Cl | -22
O=C1CCC(=O)N1CC(=O)N(c1ccccc1)c1ccccc1 | -2
Cc1cccc(C)c1NC(=S)N(CCCN1CCN(C)CC1)Cc1cccs1 | -11
O=C(Cc1ccc([N+](=O)[O-])cc1)NCc1ccccn1 | 1
COc1ccccc1/C=N/NC(=O)CNC(=O)c1ccc(S(=O)(=O)N2CCCC2)cc1 | -6
Cc1cc(C(F)(F)F)nn2cnnc12 | 1
COc1ccc(C(=O)NCc2nnc(SCC(=O)N3CCOCC3)o2)cc1OC | 13
CC(=O)c1ccc(NC(=S)NC2CCCC(C)C2C)cc1 (stereo not given) | -39
CC1(C)CC(=O)C2=C(C1)Nc1ccccc1N(C(=O)C1CC1)C2c1ccco1 (stereo not given) | -19
CCOc1ccc(C(C)=O)cc1CSc1nnc(N)s1 | 4
COCCNC(=O)CSc1nnc(-c2ccccc2F)n1Cc1ccccc1 | 7
Cc1ccc2c(C)c(C(=O)Nc3ccc(S(N)(=O)=O)cc3)oc2c1C | -15
CCN(C(=O)COC(=O)c1ccc2[nH]c3c(c2c1)CCCC3)C1CCS(=O)(=O)C1 (stereo not given) | -13
COc1ccc(C(=O)Nc2ccc(C3=NNC(=O)CC3C)cc2NC(=O)c2ccc(OC)cc2)cc1 (stereo not given) | -29
Cc1cccc(C(=O)Nc2cccc(-c3ccc4nncn4n3)c2)c1 | -7
COC(=O)/C(=C/N(C)C)C(=O)N1CCN(c2ccc(Cl)c(Cl)c2)CC1 | 10
CC(=O)c1cnc(-c2ccccc2)s1 | -23
Cc1cc(NCCN2CCOCC2)c2ccc3ccccc3c2n1 | -3
COc1ccc(CNS(=O)(=O)NCc2ccc(C)cc2)cc1 | 15
CSc1ncc(CN2CCCC(C(=O)c3ccc(C(C)(C)C)cc3)C2)cn1 (stereo not given) | -28
O=C(O)c1ccc(/C=N/NC(=O)c2cc(-c3ccc4c5c(cccc35)CC4)n[nH]2)cc1 | -16
COc1ccccc1-n1c(SCC(=O)Nc2cc(C)on2)nc2c(c1=O)SCC2 | -5
Cc1ccc(C(=O)N/C(=C\c2cccs2)C(=O)NCCc2ccccn2)cc1C | 0
COc1cccc(CN2CCN(CCc3ccccc3)C(CCO)C2)c1OC (stereo not given) | 6
CCOC(=O)Cc1c(C)nc(Cc2ccc(OC(C)C)cc2)[nH]c1=O | -1
O=C(NNC(=O)C(O)(c1ccccc1)c1ccccc1)C1CC1 | 26
O=C(COC(=O)COc1ccc2ccccc2c1)NCC(F)(F)F | 8
COc1ccc(NC(NC(=O)c2cccnc2)C(Cl)(Cl)Cl)cc1 (stereo not given) | 28

Carrying on.
SMILES | E-sel TNF inh
COc1ccc2nc(SCCN(C)C)[nH]c2c1 | -40
O=C(NCCc1ccccc1)c1cnc2n(c1=O)CCS2 | -1
CCO/C=C1/C(=O)N(c2ccccc2OC)C(=O)c2ccccc21 | 15
O=c1c2ccccc2[nH]c(=S)n1Cc1ccc2c(c1)OCO2 | -5
Cc1[nH]n(-c2cccc(Cl)c2)c(=O)c1C=NCC(C)C | 0
N/C(=N\OC(=O)c1ccc2c(c1)OCO2)c1ccc(Br)cc1 | -48
C/C(=N\NS(=O)(=O)c1cccc([N+](=O)[O-])c1)c1cccnc1 | -4
COc1cc(C(C[N+](=O)[O-])c2c(N)n(C)c(=O)n(C)c2=O)ccc1O (stereo not given) | 6
CCOC(=O)N1CCN(C(=O)c2cccn3c(=O)c4cc(Br)ccc4nc23)CC1 | 1

Assay outcomes as filed in PubChem BioAssay.

Some of the compounds tested (hit frequency here may not be typical).
